Assay outcomes as filed in PubChem BioAssay.
CHO-K1 Ca ag: counter-screen for M1 agonists: effect in parental CHO-K1 cells; Fluo-8 calcium fluorescence; scaled to maximal ATP response, vehicle zero; activation, % at 3 µM; 0.48% of 360,000 active; AID 602248, 2012; in the data active = activation above about 15%;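 also: untransfected CHO-K1 host cells lacking M1 receptor as counterscreen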
CHO parental Ca: ATP-evoked calcium signal inhibitors, parental CHO, primary screen, counter-screen for OX1R antagonist project, cell-based, fluorescence, Fluo-8 calcium dye | inhibition, % at 5.6 µM | 0.63% of 330,000 active | parental CHO-K1, ATP-induced calcium, Fluo-8 fluorescence;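 active = inhibition above that plate's mean sample inhibition plus 3 SD, cut at about 26% in these data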;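 also: 0% = ATP-challenged DMSO wells and 100% = DMSO wells without ATP; some compounds past the cut are filed as inactive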
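Material – parental CHO cells · Reagent – ATP stimulus · Compound – single nominal dose of 5.6 µM per compound · Detection – Fluo-8 fluorescence · Read-out basis – percent inhibition of calcium signal · Controls – ATP-challenged DMSO wells low, unchallenged DMSO wells high · Repeats – no replicates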
TAAR1 antagonist: human TAAR1 antagonists, primary screen, Fluo-8 calcium fluorescence, CHO RD-HGA16 cells. antagonist. inhibition, % at 3 µM. 1.5% of 360,000 active. AID 624466, 2012;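 active = inhibition above a per-plate cutoff, the mean inhibition of test compounds on that plate plus 3 SD, cut at about 49% in these data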;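 also: 0% = DMSO plus EC80 beta-PEA response and 100% = DMSO alone without agonist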
Target sequence (Q96RJ0 whole entry, looked up): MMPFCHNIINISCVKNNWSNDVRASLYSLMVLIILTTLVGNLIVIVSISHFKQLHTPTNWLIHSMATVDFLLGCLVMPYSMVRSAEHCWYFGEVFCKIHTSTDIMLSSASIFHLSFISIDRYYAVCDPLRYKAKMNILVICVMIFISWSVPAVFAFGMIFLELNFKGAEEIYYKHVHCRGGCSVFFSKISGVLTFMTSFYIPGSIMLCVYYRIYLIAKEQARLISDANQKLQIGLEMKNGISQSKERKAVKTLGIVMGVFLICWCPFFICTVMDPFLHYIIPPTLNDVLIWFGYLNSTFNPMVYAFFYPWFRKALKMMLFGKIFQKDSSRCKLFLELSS
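Test system – hTAAR1-expressing CHO RD-HGA16 cells, Gα16-coupled · Also added – β-PEA at EC80 concentration, post-compound challenge · Compound – 3 µM, single point · Incubation – dye loading 75 min at 37 °C, then 30 min room temperature · Measured by – Fluo-8 intracellular calcium dye fluorescence, real-time kinetic reads · Benchmarks – vehicle and agonist controls · Replicates – singlicate, one well per test compound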
CHRM1 antagonist: human M1 muscarinic receptor antagonists, primary screen, CHO-K1 cells, Fluo-8 calcium fluorescence, 1536-well | 1.3% of 360,000 active | inhibition, % at 3 µM | CHO-K1 hM1, ACh EC80 antagonist | Muscarinic acetylcholine receptor M1 (Homo sapiens), P11229 | AID 588852, 2011;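 active = percent inhibition above its own plate's cutoff, namely the mean of that plate's compound wells plus 3 SD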;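 also: peak over basal fluorescence ratio during 140 s after agonist addition; 0% = ACh EC80 plus DMSO and 100% = DMSO alone without agonist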
CHO-K1 Ca antag: counter-screen for M1 antagonists: effect in parental CHO-K1 cells. ATP-induced calcium, Fluo-8 fluorescence. inhibition, % at 3 µM. 0.6% of 360,000 active;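 active = inhibition above a per-plate cutoff, the plate's mean sample inhibition plus 3 SD, cut at about 24% in these data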;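 also: 0% = DMSO plus EC80 ATP and 100% = DMSO alone without ATP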
OXTR potentiate: human OXTR potentiators, primary screen, fluorescence, CHO-OTR cells, Fluo-8 calcium | 0.061% of 320,000 active | Fluo-8 calcium fluorescence, potentiator mode; 0% = oxytocin EC15, 100% = EC100 | Oxytocin receptor (Homo sapiens), P30559 | AID 2445, 2010 | activation, % at 3 µM;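 active = activation above that plate's cutoff, the mean activation of tested compounds plus 3 SD, cut at about 6.6% in these data, passing the limit was not always enough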;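 also: 100% uses oxytocin at 75 nM as the full agonist control; some results filed as inactive read as strong as hits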
Target sequence (P30559 whole entry, looked up): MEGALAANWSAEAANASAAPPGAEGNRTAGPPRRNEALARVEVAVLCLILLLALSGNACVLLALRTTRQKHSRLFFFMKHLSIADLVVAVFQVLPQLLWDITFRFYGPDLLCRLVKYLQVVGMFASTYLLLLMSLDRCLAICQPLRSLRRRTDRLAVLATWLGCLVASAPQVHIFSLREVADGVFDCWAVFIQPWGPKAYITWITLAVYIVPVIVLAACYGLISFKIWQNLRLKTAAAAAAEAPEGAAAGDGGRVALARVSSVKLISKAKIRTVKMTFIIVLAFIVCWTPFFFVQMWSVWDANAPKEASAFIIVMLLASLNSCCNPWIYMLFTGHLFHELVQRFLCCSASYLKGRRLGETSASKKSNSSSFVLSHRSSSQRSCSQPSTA
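test system = CHO-OTR cells, human receptor | compound = single-point 3.0 µM | schedule = 6 min compound pre-incubation at room temperature, 100 s kinetic read | signal = Fluo-8 no-wash calcium dye fluorescence, excitation 470-495 nm, emission 515-575 nm | repeats = single well per compound, singlicate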
M1 PAM parental: nonselective calcium activators in parental CHO-K1 cells, primary screen, counter-screen for M1 PAM project, cell-based, Fluo-8 calcium fluorescence, full deck, 1536-well | activation, % at 3 µM | 0.02% of 360,000 active | AID 602247, 2012 | ATP EC20; 0% at ATP EC20, 100% at ATP max;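 active = activation above the run cutoff, the mean activation of all test compounds plus 3 SD, cut at about 40% in these data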;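 also: peak over basal fluorescence ratio in a 140 s read after ATP addition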
TAAR1 agonist: human TAAR1 agonists, primary screen, Fluo-8 calcium fluorescence, CHO RD-HGA16 cells; Trace amine-associated receptor 1 (Homo sapiens), Q96RJ0; vehicle wells 0%, saturating PEA agonist 100%; activation, % at 3 µM; 0.99% of 360,000 active; AID 624467, 2012;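 active = activation above the mean activation of all test compounds in the run plus 3 SD, cut at about 38% in these data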
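Test system: RD-HGA16 (CHO) cells co-expressing Gα16 and hTAAR1 | Doses: Single dose, 3 µM | Schedule: 17-24 h seeding, 75 min 37 °C dye, 30 min RT | Evaluation: % activation from peak over basal fluorescence ratio, DMSO-to-PEA scaled | Technique: Kinetic Fluo-8 calcium fluorescence | Benchmarks: Low control DMSO, high control PEA (EC100)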
CHRM1 agonist: human M1 muscarinic receptor agonists, primary screen, Fluo-8 calcium fluorescence, CHO-K1 cells, HTS. 0.33% of 360,000 active. CHO-K1 hM1, agonist mode; 0% DMSO, 100% acetylcholine EC100. activation, % at 3 µM. Muscarinic acetylcholine receptor M1 (Homo sapiens), P11229;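 active = activation above the run's mean compound activation plus 3 SD, cut at about 16% in these data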;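 also: peak over basal fluorescence ratio within a 140 s kinetic read after compound addition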
Active calls of the source: *; x = no result given. Hits appear at their usual frequency; 4.2% or so of the library scored in one or more.

SMILES	CHO-K1 Ca ag	CHO parental Ca	TAAR1 antagonist	CHRM1 antagonist	CHO-K1 Ca antag	OXTR potentiate	M1 PAM parental	TAAR1 agonist	CHRM1 agonist
COc1ccc2cc(C#N)c(SCC(=O)N3CC(=O)Nc4ccccc43)nc2c1	0.2	-6	x	-10	-6	-2	4	x	-2
C/C(CCc1ccc2c(c1)OCO2)=N\N=C1\NC(=O)CC(C(=O)Nc2ccc(Cl)cc2)S1 (stereo not given)	0.2	-15	-4	4	-4	-4	18	4	-4
CC1(C)N=C(N)N=C(N)N1c1ccc(OCC(=O)N2CCOCC2)c(Cl)c1	1.1	x	-17	-11	-10	x	24	3	-8
O=C(c1cc(-c2ccccc2)nn1-c1ccccc1)N1CCN(S(=O)(=O)c2c(F)cccc2F)CC1	0.0	-18	42	-14	5	-3	-13	3	0
CC1CN(S(=O)(=O)c2cccc(C(=O)OCc3cc(=O)oc4cc(O)ccc34)c2)CC(C)O1 (stereo not given)	2.8	-14	28	12	-1	-22	6	8	0
COCCCNC(=O)C(=O)NCCCOC(C)C	0.2	5	-5	-13	-9	-5	15	13	-3
C=CCn1c(=O)c2ccccc2n2c(SCc3cc(=O)n4ccsc4n3)nnc12	0.1	-17	-10	-14	-18	-1	20	0	-5
Cc1nc2cc(S(=O)(=O)N(C)C)ccc2n1-c1ccccc1	-0.2	-6	1	2	-1	-7	7	11	-2
CCOC(=O)c1[nH]c(C)c(C(=O)N(C)Cc2ccccc2)c1C	0.6	-4	8	-13	-17	-4	9	10	-8
Cc1cc(Cl)c(S(N)(=O)=O)cc1OCC(=O)NC1CCCCC1	1.6	-1	10	-16	-5	-6	16	0	-3
COc1ccc2c(c1)c(=O)oc1c(C)c(OCc3cc(C(=O)O)oc3C)ccc12	1.6	-3	8	-5	-9	-8	18	-1	-3
Cc1cc(C)c(S(=O)(=O)N2CCN(C(=O)C3COc4ccccc4O3)CC2)c(C)c1 (stereo not given)	-0.1	-31	26	15	-6	-7	-10	2	-5
COc1ccc(C(C(=O)NC2CCCC2)N(C(=O)c2ccco2)c2ccc(OC)c(OC)c2)cc1 (stereo not given)	2.4	-12	6	-32	-12	-10	22	0	-4
COc1ccc(C(=O)CC(=O)C(=O)Nc2ccc(OC)c(Cl)c2)cc1	-0.1	-13	19	-17	-9	-13	13	-1	-7
COc1cc(/C=N/N=C(/C(=O)c2ccccc2)c2ccccc2)cc(OC)c1O	0.1	-22	13	6	-2	-8	20	-1	-4
COc1ccc(C(=O)NC2=NCCS2)c(OC)c1	-0.4	x	-6	-7	-8	x	5	1	-8
Cc1ccc(NC(=O)CCC(=O)OCC(=O)c2ccc(Oc3ccc([N+](=O)[O-])cc3)cc2)cc1C	3.9	5	7	31	8	-9	8	8	-2
COc1cccc(-c2nnn(C/C(N)=N/O)n2)c1	-0.1	4	-10	-2	6	-12	3	-1	-6
N#Cc1c(-c2ccccc2)nc(-c2cccnc2)[nH]c1=O	1.0	-5	19	4	0	-6	4	1	-3
Cc1cccc(/C=C/C(=O)c2ccc([N+](=O)[O-])o2)c1	1.6	-12	33	-2	0	6	5	37	7
Cc1ccc(NC(=S)NNC(=O)c2c([N+](=O)[O-])c(C)nn2C)cc1	0.5	-7	-7	0	-10	2	19	11	-6
COc1ccc(CC(=O)Nc2c(C(N)=O)oc3ccccc23)cc1	5.2	-6	62*	14	21	-12	-13	15	2
CC(=O)c1ccc2ccccc2c1OC(=O)c1ccncc1	0.1	x	10	-13	-9	x	9	-1	-4
O=C(Nc1ccc2c(c1)OCCO2)C1c2ccccc2OCC(=O)N1Cc1ccco1 (stereo not given)	0.0	x	-4	x	-13	x	12	4	x
Cc1nnc(NC(=O)c2ccc(F)c(S(=O)(=O)N3CCOCC3)c2)s1	1.3	-3	-15	-3	22	-1	-10	6	1
COc1ccc(-n2cc(CNC3CCC(O)CC3)c(-c3cccc(F)c3)n2)cc1 (stereo not given)	1.4	7	-29	-2	-3	-6	6	4	-5
COc1ccc(NC(=O)COC(=O)CC2CCCC2)cc1	0.8	-6	-26	-19	-9	-2	10	7	-2
CC(C)COC(=O)Nc1ccc(C(=O)O)cc1	1.0	-10	-15	-11	-13	-4	29	5	-5
O=C(CCc1nnc(CCCc2ccccc2)o1)NCC(F)(F)F	0.8	-3	1	4	3	-8	6	3	-6
Cc1ccc(N2CC(C(=O)Nc3c4c(nn3C(C)(C)C)CS(=O)(=O)C4)CC2=O)cc1 (stereo not given)	0.1	-10	-13	3	11	-6	-17	1	-1
O=C1C(F)=CC(COC(c2ccccc2)(c2ccccc2)c2ccccc2)OC1n1cc(F)c(=O)[nH]c1=O (stereo not given)	2.3	x	54*	6	8	x	7	9	-3
O=[N+]([O-])c1ccc(OCC(O)CN2CCN(c3ccccc3F)CC2)cc1 (stereo not given)	7.3	-23	0	11	1	-6	12	6	-7
COc1cc2c(C#N)c(N3CCN(C)CC3)nc(N)c2c(N)n1	0.3	0	9	-14	-1	-4	18	23	-7
Cc1cc(N2O[C@]34C=C[C@]25C[C@@H](O)CC[C@]5(C)C3CC[C@]2(C)[C@@H]([C@H](C)/C=C/[C@H](C)C(C)C)CC[C@H]24)no1 (stereo not given in full)	-0.2	-10	1	-19	9	x	4	2	-1
Cc1cccc(NC(=O)c2c([N+](=O)[O-])c(C(C)(C)C)nn2C)c1	4.6	-17	22	-2	-9	-12	22	-2	-5
CCCC(NCC(O)COc1ccc(-c2ccccc2)cc1)c1ccccc1 (stereo not given)	1.6	53*	-6	-1	-5	-9	12	40*	-1
COc1ccc(NC(=O)C2(C)Cc3c(-c4ccc(C(N)=O)cc4)ccnc3O2)cc1OC (stereo not given)	0.2	x	-30	-13	-10	x	0	0	-2
O=C(NC(c1ccc(Cl)cc1)c1cnccn1)C1CCN(CCCOc2ccccc2)CC1 (stereo not given)	0.8	x	-2	-10	0	x	-6	2	-9
Cc1ccccc1Nc1nc(N)nc(COC(=O)c2cccc(S(=O)(=O)NCc3ccccc3)c2)n1	10	-11	55*	12	4	-12	11	28	-3
COc1ccc(Cl)cc1NC(=O)C(C)Sc1n[nH]c(N)n1 (stereo not given)	0.3	-3	-7	-45	-11	-15	20	1	0

2 of the compounds above, with bars between the fields.
SMILES | CHO-K1 Ca ag | CHO parental Ca | TAAR1 antagonist | CHRM1 antagonist | CHO-K1 Ca antag | OXTR potentiate | M1 PAM parental | TAAR1 agonist | CHRM1 agonist
O=C(NC(c1ccc(Cl)cc1)c1cnccn1)C1CCN(CCCOc2ccccc2)CC1 (stereo not given) | 0.8 | x | -2 | -10 | 0 | x | -6 | 2 | -9
Cc1cccc(NC(=O)c2c([N+](=O)[O-])c(C(C)(C)C)nn2C)c1 | 4.6 | -17 | 22 | -2 | -9 | -12 | 22 | -2 | -5

New compounds follow
SMILES	CHO-K1 Ca ag	CHO parental Ca	TAAR1 antagonist	CHRM1 antagonist	CHO-K1 Ca antag	OXTR potentiate	M1 PAM parental	TAAR1 agonist	CHRM1 agonist
OC(c1ccc(Cl)cc1)c1ncc(-c2ccc(Oc3ccccc3)cc2)[nH]1 (stereo not given)	-0.1	x	14	-3	10	x	7	1	-2
O=S(=O)(NCC(c1cccnc1)N1CCN(c2ccc(F)cc2)CC1)c1cc(F)ccc1F (stereo not given)	0.8	-20	11	5	-11	-8	12	5	-6
CCOc1ccc(-c2c(C(=O)N/N=C/c3ccc(OC)cc3)nnn2-c2nonc2N)cc1	1.8	-24	5	-4	-28	-4	28	51*	7
CSc1ncnc2c1ncn2CCCNCc1ccc(C)o1	0.3	x	-13	-7	-10	x	16	0	-9
Cc1cc(C)c(C#N)c(SCC(=O)Nc2ccccc2C)n1	2.4	-15	-3	-2	-5	-5	25	1	-16
CCOC(=O)c1ccc(NC(=O)NC(C)C2CCCO2)cc1 (stereo not given)	0.8	-1	-4	1	1	0	13	5	-6
COc1ccc(/C=N/NC(=O)C(=O)NCc2cccnc2)cc1	-1.0	-16	-11	-3	-8	1	9	3	-10
O=C(NCc1ccncc1)Nc1cccc([N+](=O)[O-])c1	8.4	-8	11	2	-5	-20	6	13	-2
CCC1=NN(C(=O)Cc2ccc([N+](=O)[O-])cc2)C(O)(c2ccc(Br)cc2)C1 (stereo not given)	1.4	-25	-15	-7	-13	-19	20	9	-3
CC(C)(C)n1nc2c(c1NC(=O)c1ccccc1)CS(=O)(=O)C2	0.8	-7	-12	-3	-13	2	18	1	-1
CC1=NN(C)C(=O)C1Cc1c(F)cccc1Cl (stereo not given)	0.2	-2	11	2	-9	-5	11	1	-3
C[C@@H]1CN([C@@H](C)CO)C(=O)CCCn2nncc2CO[C@@H]1CN(C)C(=O)c1ccncc1	-0.3	x	3	13	8	x	-5	1	-3
COc1ccc(C(O)(c2ccccc2OC)C(CN2CCOCC2)c2ccccc2)cc1 (stereo not given)	-0.6	-24	-4	0	11	4	-13	1	-11
CC(C)NC(=S)N1CCCN(c2ncccc2[N+](=O)[O-])CC1	2.2	-16	-8	-7	-3	-19	-8	1	-8
CCNC(=O)c1cc(S(=O)(=O)N(C)C)c(Cl)cc1Cl	-0.3	-13	-19	4	19	-13	-13	9	-2
CCCN1CCC(=O)N([C@H](CSc2ccc(Br)cc2)Cc2ccccc2)CC1	-0.2	-44	12	8	-2	-11	-8	8	-10
O=C(CSc1nnc(CNC(=O)c2ccc(F)cc2)o1)Nc1ccc2c(c1)OCO2	1.6	-12	13	-13	-2	2	24	0	-3
CCCCOC(=O)C1=C(C)NC(=O)NC1c1cccc([N+](=O)[O-])c1 (stereo not given)	0.9	-13	4	-8	-10	1	-5	-1	-4
CCCCCCC[C@@H](C/C=C/CCC(=O)N(C)C/C(=C/Cl)C/C(=C\C(=O)N1CC(OC)=CC1=O)OC)OC	2.1	34	7	33*	-4	-9	1	-1	-4
